Screens from PubChem BioAssay.
CHRM5 agonist = CHRM5 agonism in calcium assay; 0.19% of 360,000 active; P08912; activation, % at 3 µM; CHO-K1 hM5 cells, Fluo-8 calcium fluorescence; 0% DMSO wells, 100% maximal acetylcholine response;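 active means activation above the run's mean over test compounds plus 3 SD, cut at about 23% in these data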;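 further: signal is peak over basal fluorescence ratio across the kinetic read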
M1 antag = antagonists of human M1 muscarinic receptor; inhibition, % at 3 µM; AID 588852; 1.3% of 360,000 active; CHO-K1 hM1, Fluo-8 calcium fluorescence, ACh EC80 antagonist;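 active means percent inhibition above its own plate's cutoff, namely the mean of that plate's compound wells plus 3 SD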;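 further: peak over basal fluorescence ratio during 140 s after agonist addition; 0% = ACh EC80 plus DMSO and 100% = DMSO alone without agonist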
CHRM1 PAM = positive allosteric modulators of human M1 muscarinic receptor; CHO-K1 hM1, Fluo-8 calcium fluorescence, ACh EC20; 0% = ACh EC20, 100% = maximal ACh; activation, % at 3 µM; 0.088% of 360,000 active; AID 588819; in the data active means activation above about 19%, passing the limit was not always enough
M5 PAM = positive allosteric modulators of human muscarinic M5 receptor. CHO-K1 hM5, Fluo-8 calcium, ACh EC20 PAM; 0% = ACh EC20, 100% = ACh EC100. activation, % at 3 µM. 0.3% of 360,000 active. P08912;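 active means activation above the run cutoff, the mean activation of all test compounds plus 3 SD, cut at about 18% in these data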
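system = human M5 receptor in CHO-K1 cells | reagent = EC20 acetylcholine as agonist stimulus | compound dosing = single-point, 3 µM nominal | incubation = Fluo-8 loading 80 min at 37 °C plus 30 min room temperature | detection = Fluo-8 calcium dye fluorescence, kinetic read | benchmarks = low control EC20 acetylcholine (0%), high control EC100 acetylcholine (100%)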
TAAR1 agonist = agonists of human TAAR1 | CHO RD-HGA16 TAAR1, Fluo-8 calcium fluorescence; vehicle wells 0%, saturating PEA agonist 100% | activation, % at 3 µM | 0.99% of 360,000 active | Q96RJ0 | AID 624467;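 active means activation above the mean activation of all test compounds in the run plus 3 SD, cut at about 38% in these data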
Target sequence (Q96RJ0 whole entry, looked up): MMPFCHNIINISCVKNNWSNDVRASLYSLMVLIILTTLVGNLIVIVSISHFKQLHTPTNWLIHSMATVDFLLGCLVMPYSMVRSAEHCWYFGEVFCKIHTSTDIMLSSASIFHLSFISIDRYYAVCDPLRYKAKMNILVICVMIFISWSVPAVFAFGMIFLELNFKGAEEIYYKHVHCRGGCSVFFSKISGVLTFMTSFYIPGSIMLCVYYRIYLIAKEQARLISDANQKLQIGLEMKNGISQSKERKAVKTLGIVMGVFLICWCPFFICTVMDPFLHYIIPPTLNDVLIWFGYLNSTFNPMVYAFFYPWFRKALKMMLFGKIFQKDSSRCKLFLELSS
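System: CHO-derived RD-HGA16 cells with stable Gα16 and human TAAR1 / Times: 17-24 h plating, Fluo-8 75 min 37 °C, 30 min RT / Technique: calcium-sensitive Fluo-8 signal, excitation 470-495, emission 515-575 nm / Measure: % activation relative to PEA EC100 response / Benchmarks: DMSO and PEA EC100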
CHRM5 antagonist = CHRM5 antagonism in calcium assay; inhibition, % at 3 µM; CHO-hM5 cells, Fluo-8 calcium fluorescence, ACh EC80; AID 624040; 0.59% of 360,000 active; P08912;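 active means inhibition above a per-plate cutoff, the mean of that plate's test compounds plus 3 SD, cut at about 27% in these data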;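 further: 0% = acetylcholine EC80 with DMSO and 100% = DMSO without agonist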
CHRM4 antagonist = antagonists of human muscarinic M4 receptor (CHRM4) | P08173 | CHO-hM4 cells, ACh EC80, Fluo-8 calcium fluorescence | inhibition, % at 3 µM | 0.73% of 360,000 active | AID 624125;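 active means inhibition above its plate's cutoff, the mean inhibition of sample wells plus 3 SD, cut at about 27% in these data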;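 further: 0% = acetylcholine EC80 with DMSO and 100% = DMSO without agonist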
Target sequence (P08173 whole entry, looked up): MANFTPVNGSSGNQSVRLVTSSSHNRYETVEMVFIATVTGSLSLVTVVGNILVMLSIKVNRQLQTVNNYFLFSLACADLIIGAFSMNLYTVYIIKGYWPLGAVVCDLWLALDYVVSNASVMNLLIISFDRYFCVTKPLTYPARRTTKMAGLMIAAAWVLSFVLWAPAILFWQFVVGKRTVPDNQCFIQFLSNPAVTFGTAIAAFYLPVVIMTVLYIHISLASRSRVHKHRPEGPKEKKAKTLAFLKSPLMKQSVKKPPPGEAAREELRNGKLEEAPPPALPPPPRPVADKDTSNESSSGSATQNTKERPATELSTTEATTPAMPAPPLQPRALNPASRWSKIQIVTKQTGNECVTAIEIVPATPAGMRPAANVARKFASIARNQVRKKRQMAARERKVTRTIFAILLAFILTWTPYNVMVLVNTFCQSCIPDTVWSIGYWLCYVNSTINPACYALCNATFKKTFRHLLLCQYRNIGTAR
M4 ag = CHRM4 agonism in calcium assay; P08173; CHO-K1 hM4/Gqi5, Fluo-8 calcium fluorescence; vehicle 0%, full acetylcholine response 100%; activation, % at 3 µM; 0.14% of 360,000 active; AID 624127;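 active means activation above the run mean over all test wells plus 3 SD, cut at about 32% in these data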;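 further: peak over basal fluorescence ratio per well then scaled between controls; 0% = DMSO wells and 100% = acetylcholine at EC100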
CHRM1 agonist = human M1 muscarinic receptor agonism; CHO-K1 hM1, Fluo-8 calcium fluorescence, agonist mode; 0% DMSO, 100% acetylcholine EC100; activation, % at 3 µM; 0.33% of 360,000 active; AID 588814;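 active means activation above the run's mean compound activation plus 3 SD, cut at about 16% in these data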;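 further: peak over basal fluorescence ratio within a 140 s kinetic read after compound addition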
* = called active by the depositor; / = no result given.

SMILES	CHRM5 agonist	M1 antag	CHRM1 PAM	M5 PAM	TAAR1 agonist	CHRM5 antagonist	CHRM4 antagonist	M4 ag	CHRM1 agonist
C#CCCOC(=O)N1C2=NC(C(=O)OC)=C(C(=O)OC)[C@@H]3N(Cc4ccccc4)c4ccccc4[C@]23C[C@H]1C(=O)OC	7	-12	5	1	/	8	-6	7	1
COc1cccc(N(CC(=O)NCCN2CCOCC2)S(=O)(=O)c2ccccc2)c1	2	-13	13	2	1	2	-10	1	-2
CSc1nc2c(c(=O)n1-c1ccc(C)cc1)SCC2	-4	-4	3	7	1	1	4	-1	-5
CS(=O)(=O)N1CCN(Cc2ccc([N+](=O)[O-])cc2)CC1	2	-4	5	-3	2	5	-7	1	0
COc1ccc(/C=N/NC(=O)CNC(=O)c2ccc(S(=O)(=O)N3CCCC3)cc2)c(OC)c1	-2	-10	15	1	9	2	-6	3	-11
O=C1CC(/C=C/c2ccc(Cl)cc2)=Nc2ccccc2N1	-4	1	6	4	10	3	-10	1	-3
CCNC(=S)N(Cc1ccc2c(c1)OCO2)C1CC(=O)N(c2ccc(OC)cc2)C1=O (stereo unspecified)	-2	5	0	-2	9	15	10	3	-1
Cc1ccc(N2C(=O)[C@@H]3C(c4cccnc4)=NO[C@@H]3C2=O)cc1	3	-13	7	-3	4	3	6	2	-2
CN(C)CCCNc1ncnc2sc(-c3ccccc3)cc12	0	5	-2	2	1	6	5	0	8
Cc1cc2nc(CCN(C(=S)NCC(C)C)C3CCCC3)[nH]c2cc1C	-3	-8	-7	-10	14	5	-3	3	-9
COCCN1CCCC(CNCc2cn(C)nc2-c2ccc(Oc3ccccc3)cc2)C1 (stereo unspecified)	-10	-5	7	2	0	6	8	4	-6
CSc1cccc(NC(=S)N(Cc2ccccc2)Cc2ccccn2)c1	-8	7	4	2	0	5	-4	0	-5
Cc1cc(C)c(S(=O)(=O)N(C)CC(=O)NCCN2CCOCC2)c(C)c1	-1	-4	7	-2	-3	10	0	2	-7
Cc1[nH]c2ccccc2c1C(c1ccccn1)N1CCC(C)CC1 (stereo unspecified)	-3	-3	6	-3	7	-6	2	0	0
O=S(=O)(NCc1ccccc1)c1cccc2nsnc12	2	-26	2	1	0	0	4	0	-2
Cc1cc(C)n(CC(O)Cn2ccc3ccccc32)n1 (stereo unspecified)	0	6	-1	-5	3	-1	-12	0	-4
COc1cc(C(=O)C(O)c2ccc(O)c(OC)c2)ccc1O (stereo unspecified)	2	-12	12	8	0	11	-10	1	0
c1cncc(CNc2ncnc3ccc(-c4ccc5c(c4)OCCO5)cc23)c1	-7	-4	2	0	4	9	11	-1	-11
CC(C)C(=O)NNc1nc2ccccc2s1	2	-12	6	-2	-1	2	2	3	-9
Cc1cc(C)cc(N2Cc3ccccc3C2)c1	2	-7	12	-5	1	0	-23	0	1
COCCNC(=O)C1(C)CCN(C(=O)COc2ccc(Cl)cc2Cl)C1 (stereo unspecified)	-1	-7	3	-5	0	-4	-23	3	-4
Cn1c2c(c(=O)n(C)c1=O)C(c1ccccc1Cl)CC(=O)N2 (stereo unspecified)	1	15	-5	5	1	-2	1	1	-4
COc1cccc(N/C(SCc2ccccc2F)=C(/C#N)C(=O)NCc2cccs2)c1	-2	3	-3	-12	-1	7	17	3	-4
CCn1c(Cc2ccccc2)nnc1SCC(=O)Nc1ccc2c(c1)OCCO2	-1	1	-3	-1	2	1	4	2	-15
COc1ccccc1N1CCN(CC(=O)Nc2cccc(F)c2)CC1	-4	-8	-4	-3	4	4	-14	2	-2
O=C(CNC(=O)Cc1cccc2ccccc12)NCc1ccc(F)cc1	-2	-9	15	7	-4	-4	0	3	-2
Cc1cccc(N2CCN(CC(=O)N(C3CCCC3)C3CCS(=O)(=O)C3)CC2)c1C (stereo unspecified)	2	9	-4	1	-1	6	18	2	-2
O=C(COC(=O)c1ccco1)NCc1ccccc1Cl	-1	0	1	5	4	3	4	1	-5
CC[C@]12c3[nH]c4ccc(OC)cc4c3CCN1C(=O)C(CC(=O)NCc1ccco1)C[C@@H]2C(=O)N1CCN(C(=O)c2ccco2)CC1 (stereo partly specified)	0	-5	6	6	4	-9	-6	1	-5
COc1ccc(S(=O)(=O)N(C)c2c(C)n(C)n(-c3ccccc3)c2=O)cc1OC	0	-6	7	2	-3	1	-1	0	-1
Oc1cccc(/C=N/N2CCCCC2)c1O	0	-6	13	7	2	11	-18	0	0
COc1ccc(-c2cc(-c3ccccc3)c(C#N)c(=S)[nH]2)cc1	-3	-6	7	1	0	9	5	1	-2
CN1CCCN(S(=O)(=O)c2ccc3c(c2)OCCO3)CC1	-6	-7	5	3	10	-10	-8	0	-7
CN1CCN(C(=O)c2cnn3c(C(F)F)cc(C4CC4)nc23)CC1	-1	8	-4	-1	17	-3	-4	1	-3
O=C(C1CCCN(S(=O)(=O)c2cccc3nsnc23)C1)N1CCc2ccccc21 (stereo unspecified)	-9	9	-9	-17	5	2	2	9	-3
CN1C(=O)CSc2ccc(NC(=O)N3CCC(N4CCCCC4)CC3)cc21	-1	-34	9	-4	5	3	-3	0	-11
Brc1ccc(C2=Nc3ccccc3C(c3ccncc3)=NN2)cc1	-4	3	2	-6	1	15	0	1	-3
Cc1cc(C)cc(C(=O)NCC(=O)OCC(=O)Nc2ccc(C)cc2Br)c1	-3	5	2	1	8	2	-13	4	-2
C=CCN1C(=O)CSc2ccc(C(=O)OCC)cc21	-1	-16	13	6	12	-8	2	-3	-8
O=C(NCc1ccco1)/C(=C\c1cccs1)NC(=O)c1ccccc1	1	-1	5	0	2	3	4	1	-3
c1ccc(CC[C@@H]2CC[C@@H](CCc3ccccc3)N2)cc1	-11	32*	-27	-30	10	18	3	5	-14
C[C@H]1CN([C@@H](C)CO)C(=O)c2cccc(NS(=O)(=O)c3ccc(Cl)cc3)c2O[C@@H]1CN(C)CC1CCCCC1	-3	-5	8	-2	-2	7	-10	2	-7
CC(C)(C)c1ccc(S(=O)(=O)N2CC(=O)Nc3ccccc32)cc1	-2	1	-4	-7	4	8	21	0	-7
COc1cccc(NC(=O)Cn2c(=O)oc3ccccc32)c1	3	-6	2	-4	2	-2	1	1	1
Cc1cc(C(=O)OCC(=O)Nc2cc(S(=O)(=O)N3CCOCC3)ccc2Cl)c(C)o1	-3	-18	3	14	1	-9	0	2	-5
CCc1nnc(NC(=O)[C@@H](NC(=O)c2ccc(C(C)(C)C)cc2)C(C)C)s1	-5	-10	4	1	4	0	6	-2	-12
O=c1ccnc2n1COCS2	-3	-12	9	-4	2	9	-6	1	0
CCn1c(C)c(C(C)=O)c(N2CCN(C(=O)c3ccco3)CC2)nc1=S	-4	8	-19	1	11	-1	8	-2	-12

Single records, as listed above.
Entry for COCCN1CCCC(CNCc2cn(C)nc2-c2ccc(Oc3ccccc3)cc2)C1 (stereo unspecified) : CHRM5 agonist = -10; M1 antag = -5; CHRM1 PAM = 7; M5 PAM = 2; TAAR1 agonist = 0; CHRM5 antagonist = 6; CHRM4 antagonist = 8; M4 ag = 4; CHRM1 agonist = -6
Entry for C[C@H]1CN([C@@H](C)CO)C(=O)c2cccc(NS(=O)(=O)c3ccc(Cl)cc3)c2O[C@@H]1CN(C)CC1CCCCC1 : CHRM5 agonist = -3; M1 antag = -5; CHRM1 PAM = 8; M5 PAM = -2; TAAR1 agonist = -2; CHRM5 antagonist = 7; CHRM4 antagonist = -10; M4 ag = 2; CHRM1 agonist = -7

(listing goes on)
SMILES	CHRM5 agonist	M1 antag	CHRM1 PAM	M5 PAM	TAAR1 agonist	CHRM5 antagonist	CHRM4 antagonist	M4 ag	CHRM1 agonist
COc1cc(/C=C(\C#N)C(=O)Nc2ccccn2)ccc1O	-1	-5	3	-5	0	2	-5	3	1
Cc1ccccc1NC1C=CS(=O)(=O)C1 (stereo unspecified)	-1	-12	6	1	12	-3	8	1	-3
Cc1cccc(C)c1NC(=O)CCCSc1nc2ccccc2s1	-5	-8	3	-8	1	7	-18	5	-9
CCc1ccc2ncc(S(=O)(=O)c3ccc(C)c(C)c3)c(N3CCCC3)c2c1	-5	-4	-14	-7	7	5	4	-1	-8
N#C/C(=C\c1cn(-c2ccccc2)nc1-c1cccnc1)c1nnc2n1CCCCC2	2	-5	4	-5	10	8	-13	1	-4
CCOc1ccc(CCN2C(=S)N([C@@H](Cc3ccc(O)cc3)CN3CCCC3CN3C(=S)NC[C@@H]3Cc3ccc(O)cc3)C[C@@H]2CC(C)C)cc1 (stereo partly specified)	0	-2	0	-7	0	-5	-1	1	-6
C[C@@H](O)C(C(=O)N1CCNCC1)n1cc([C@@H](N)CCCCN)nn1 (stereo partly specified)	2	5	0	7	10	6	4	0	-7
CC(=O)Nc1ccc(NC(=O)C(C)OC(=O)[C@@H]2CCCN2C(=O)c2cccs2)cc1 (stereo partly specified)	1	-6	-3	-5	4	11	7	5	-1
COc1ccccc1C(=O)Nc1ccnn1C1CCN(CCCC2CCCC2)CC1	-8	12	-11	-2	5	-9	-5	4	-5
COc1ccccc1N1CCN(c2nc(C)nc3c2oc2ccccc23)CC1	-7	18	-11	-5	10	1	-3	1	-6
O=C(NCCN1CCc2ccccc2C1)C1CCN(S(=O)(=O)N2CCC3(CC2)OCCO3)CC1	2	4	-5	-4	16	2	-7	0	-12
O=C(O)CNC(=O)C(CS)Cc1ccccc1 (stereo unspecified)	0	-2	0	-5	0	0	-2	1	0
O=S(=O)(Cc1ccccc1Cl)NCCc1ccc(F)cc1	-1	-5	-3	-2	-2	1	5	0	-2
COc1cc(CNC2CCCCCCC2)cc(Cl)c1OC	-12	-16	3	-1	8	-4	-1	3	-7
CC1=C(n2nnc3ccccc32)C(c2ccccc2)C(C#N)=C(N)O1 (stereo unspecified)	-2	-4	3	7	3	-8	-1	0	-9
Cc1nc2cc(Cl)ccc2n1CCO	1	-2	7	1	10	-3	-7	1	-3
CCCN(CCC)CCNC(=O)C1CCN(S(=O)(=O)c2cccc3nsnc23)CC1	-9	23	-16	10	0	-11	3	0	-5
O=C(Nc1ccccc1F)C1COc2ccccc2O1 (stereo unspecified)	-3	-17	13	2	3	12	-7	0	-2
CN(C(=O)CSc1nnc2ccccn12)C1CCS(=O)(=O)C1 (stereo unspecified)	-3	4	-2	3	4	0	4	0	-3
O=C(Cn1cnc2ccccc2c1=O)NCC(=O)N1CCN(Cc2ccc3c(c2)OCO3)CC1	-1	-19	-8	-7	13	-12	1	0	-4
CN(C)c1nc(N(C)C)n(C(=O)c2ccc(F)cc2)n1	-5	5	-2	-3	8	-1	-1	0	-7
C#CCOCCOCCOCCNc1nc(N2CCN(C(=O)[C@H](CCCN=C(N)N)n3cc(C(N)[C@@H](C)CC)nn3)CC2)nc(N2CCN(C(=O)[C@H](CCC(=O)O)n3cc([C@@H](N)CO)nn3)CC2)n1 (stereo partly specified)	1	-25	22	4	3	-2	-10	1	-3
Cc1nc(S(=O)(=O)N(C)c2ccccc2)c(C#N)c(C)c1Cl	-5	-16	10	-2	1	3	5	0	-2
COCc1cc(=O)n2[nH]c(-c3cccs3)cc2n1	0	5	0	1	0	6	6	3	-5

The list is partial, so the mix of outcomes need not match the whole.
